CHX counter: counter-screen hit for Shiga toxin inhibitors, cycloheximide; cell reporter, cycloheximide protein synthesis inhibition counterscreen; max response, %; 300,000 tested, 12% active; in the data active means max response mostly above about 13%, no sharp cut-off; inactive means mostly below about 14%; further: read at 38.3 µM for the half of the compounds with a filed dose; 0% is about no effect
TbPYK inhibitor: blocks Trypanosoma brucei pyruvate kinase; Q57TT1; TbPYK enzyme, Kinase-Glo Plus ATP luminescence, 45 min; Potency, µM (series often up to 76.8 µM), for the others: top-dose activity, negative = inhibition, actives largely listed as inhibitors; 410,000 tested, 0.12% active; AID 624173; further: potency means the concentration at half of the fitted maximal effect; on the % scale 0 is the no-effect control and ±100 the full control effect; nearly all actives have a fitted effect of over 50% in size
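Luminescent Kinase-Glo Plus end-point after 45 min room-temperature reaction of T. brucei pyruvate kinase started with 130 uM ADP (final). Buffer TEA 50 mM pH 7.2 with KCl, MgCl2, BSA, Tween-20; titration-based qHTS with fitted concentration-effect curves.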
LmPK inh: LmPK (Leishmania mexicana) enzyme inhibition; Q27686; purified LmPK, Kinase-Glo ATP luminescence, 1 h; Potency, µM (titrated, usually from 57.5 µM), for inactives: top-dose activity change, negative = inhibition, most hits filed as inhibitors; 290,000 tested, 0.37% active; AID 1721; further: potency means the concentration at half of the fitted maximal effect; on the % scale 0 is the no-effect control and ±100 the full control effect
Target sequence (Q27686 whole entry, looked up): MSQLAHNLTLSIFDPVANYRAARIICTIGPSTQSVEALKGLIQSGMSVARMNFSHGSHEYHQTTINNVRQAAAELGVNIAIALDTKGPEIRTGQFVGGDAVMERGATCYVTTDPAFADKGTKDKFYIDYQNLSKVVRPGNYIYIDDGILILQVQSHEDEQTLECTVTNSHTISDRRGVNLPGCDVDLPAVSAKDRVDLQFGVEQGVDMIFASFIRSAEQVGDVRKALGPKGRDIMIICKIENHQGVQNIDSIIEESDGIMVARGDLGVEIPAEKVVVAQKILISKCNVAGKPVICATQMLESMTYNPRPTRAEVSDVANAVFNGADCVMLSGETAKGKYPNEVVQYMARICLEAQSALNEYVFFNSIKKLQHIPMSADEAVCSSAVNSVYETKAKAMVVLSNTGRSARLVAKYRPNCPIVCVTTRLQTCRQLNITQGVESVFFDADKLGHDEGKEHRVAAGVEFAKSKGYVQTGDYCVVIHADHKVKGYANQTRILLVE
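In 50 mM imidazole pH 7.2 with 7 mM MgCl2, LmPK (0.1 nM) turned over PEP (0.5 mM) and ADP (0.1 mM) for 1 h at room temperature. Luciferase read-out of ATP.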
Pf growth 96h: P. falciparum growth inhibition at 96 hour, primary screen for plastid delayed-death inhibitors | 320,000 tested, 6.9% active | Potency, µM (highest dose often 28.7 µM), inactives show at the highest dose activity change, negative = inhibition, hits mostly inhibitors | P. falciparum luciferase reporter growth, 96 h; further: potency means the concentration at half of the fitted maximal effect; on the % scale 0 is the no-effect control and ±100 the full control effect
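96 h incubation, 37 C, 5% CO2, of luciferase-reporter P. falciparum-infected RBCs (2% hematocrit, 0.05% parasitemia final) with test compounds; endpoint luminescence.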
Pf growth 48h: P. falciparum growth inhibition at 48 hours (one generation). Potency, µM (titrated, usually from 28.7 µM), for inactives: top-dose activity change, negative = inhibition, most hits filed as inhibitors. AID 504832. P. falciparum luciferase growth in erythrocytes, 48 h. 310,000 tested, 5.9% active; further: potency means the concentration at half of the fitted maximal effect; on the % scale 0 is the no-effect control and ±100 the full control effect
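In quantitative HTS format, infected erythrocytes bearing luciferase-reporter parasites were treated for a single generation at 37 C. Luminescence after adding detection reagent served as the growth measure.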
Shiga toxin inh: inhibitors of Shiga toxin in Vero cells. Vero cells, Shiga toxin protein synthesis inhibition reporter. inhibition, % at 38.7 µM. 290,000 tested, 9.2% active. AID 2315; in the data active means inhibition mostly above about 28%, no sharp cut-off; inactive means mostly below about 43%; further: 0% is about no effect
HCV inhibitor: HCV inhibition; 340,000 tested, 3.4% active; AID 651820; Potency, µM (doses to about 41.8 µM), for inactives: top-dose activity change, negative = inhibition, usual class: inhibitors; Huh7.5.1 HCVcc-Cre infection, luciferase reporter, 44 h; further: potency means the concentration at half of the fitted maximal effect; on the % scale 0 is the no-effect control and ±100 the full control effect
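Infectious HCVcc-Cre (~0.5 moi) was added to cells just after compound, with cells seeded 4 h earlier at 1,000 per well. Luciferase activity after 44 h culture reported infection; substrate was incubated 15 min at room temperature before reading.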
* = called active by the depositor; ? = inconclusive; · = no result given; & = joins results of further samples; [ ] = remark or other dose. Unless noted, the call rests on the fitted dose curve; in most records, active means well fitted curve in the direction sought with a large enough effect; inconclusive means small, poorly fitted or top-dose-only effect, or another doubt; inactive means no such curve, though single readings can be large; an effect the other way counts as inactive or inconclusive.

SMILES	CHX counter	TbPYK inhibitor	LmPK inh	Pf growth 96h	Pf growth 48h	Shiga toxin inh	HCV inhibitor
O=C(O)c1cnc(-c2ccccc2)nc1C(F)(F)F	-2	-5%	3%	?	-2%	-18	12%
Oc1ccc(-c2nccc(-c3ccc(Br)cc3)n2)cc1	17*	0%	8%	18%	7%	40*	-17%
Cc1nc2ccccc2c(=O)n1NC(=O)c1cncc(Br)c1	8	-1%	1%	?	42%[activator]	24	4%
O=C(CN1C(=O)CCC1=O)Nc1ccc(Cc2ccc(NC(=O)CN3C(=O)CCC3=O)cc2)cc1	9	0%	1%	47%	59%[activator]	4	11%
O=C(COC(=O)c1ccccc1Br)Nc1ccccc1F	55*	5%	2%	-7%	3%	57*	4%
CCCc1cc(=O)oc2cc(OCC(=O)NCCCN3CCOCC3)ccc12	1	-2%	-3%	6%	11%	-5	0%
Cc1ccc(C(=O)NCc2ccccn2)o1	-2	-3%	-2%	19%	?	-4	12%
CC(C)Oc1ccc(/C=C/C(=O)NCC2COc3ccccc3O2)cc1 (stereo unspecified)	-3	5%	0%	8%	16%	-2	-8%
COc1ccc(CCN(C)C(=O)CCCN2C(=O)c3cccc4cccc(c34)C2=O)cc1OC	-1	11%	5%	?	?	-8	-18%
Cc1ccc(CS(=O)(=O)CCC(=O)O)cc1	20	3%	-5%	?	17%	19	8%
NC(=S)N/N=C/c1ccc(C(F)(F)F)cc1	7	-10%	-1%	37%[activator]	1%	10	-7%
CN(C)CC[n+]1ccc(C(=O)c2ccccc2)cc1	-2	0%	7%	61%[activator]	?	·	-10%
COc1ccc(NCc2cc(=O)[nH]c3ccccc23)cc1	5	1%	2%	5%	3%	-14	10%
CCOC(=O)C1CCN(CC(O)COc2ccc(C(C)(C)C)cc2)CC1 (stereo unspecified)	2	0%	3%	?	?	14	-1%
CC(C)C(=O)N1CCN(c2cc(N3CCN(C)CC3)c(F)cc2[N+](=O)[O-])CC1	-5	1%	4%	?	-1%	-10	-21%
Cn1c(SCC(=O)N2CCCC2)nnc1-c1ccc(S(=O)(=O)N2CCCC2)cc1	-1	2%	-7%	1%	-6%	-18	14%
CCCCOC(=O)C1C2C=C[C@]3(CN(CCCOC)C(=O)[C@H]13)O2 (stereo partly specified)	-4	-8%	2%	4%	5%	24	2%
Cc1ccc(-c2cn3cccnc3n2)cc1NC(=O)c1c(-c2ccccc2Cl)noc1C	-3	-1%	-3%	37%[activator]	?	-6	?
CC(C)c1ccc(NC(=O)CCS(=O)(=O)c2cccc3nonc23)cc1	-2	2%&1%	3%	-11%	7%	33	2%
Cc1ccccc1S(=O)(=O)Cc1ccc(C(=O)NCCN(Cc2ccccc2)C(C)C)o1	-2	1%	-1%	-9%	5.2µM*	-8	-6%
NS(=O)(=O)c1ccc(NC(=O)COC(=O)C2(c3ccc(F)cc3)CCCC2)cc1	-4	0%	0%	-6%	7%	-6	?
O=c1[nH]c2ccc(N=Cc3c(O)ccc4cc(Br)ccc34)cc2[nH]1	-4	-9%	-4%	30%	21%	-8	11%
CCOc1ccc(NC(=O)Nc2cccs2)cc1	47*	-9%	?	?	·	61*	3%
O=C(Nc1cccc(-c2ccccc2)c1)N1CCN(C(=O)Nc2cccc(-c3ccccc3)c2)CC1	1	5%	-2%	15%	-6%	-8	45%[activator]
COc1ccc(C(=O)NCCc2cnc[nH]2)cc1OC	-2	-3%	-2%	13%	13%	-5	27%
O=S(=O)(c1ccc(Oc2ccc(Br)cc2)cc1)N1CCOCC1	2	-3%	2%	·	-13%	14	?
Cc1ccc(C(=O)NCC(=O)N/N=C/c2cccs2)cc1[N+](=O)[O-]	-2	-2%	-3%	?	?	-1	-2%
CC(=O)Nc1ccc(C(=O)OCC(=O)NCCC2=CCCCC2)cc1	·	-6%	·	0%	-4%	·	?
Cc1ccc(NCc2ccccc2O)cc1	30*	3%	-4%	·	3%	72*	?
O=c1cc(-c2ccccc2)[nH]c2cc(Cl)ccc12	5&5	9%	7%	8.3µM*	4.7µM*	-14	-3%
COc1ccccc1-c1nn2c(-c3ccc(C(C)(C)C)cc3)nnc2s1	-6	·	5%	19%	?	33	·
CCn1c2ccccc2c2cc(NC(=O)c3cc(C)on3)ccc21	-1	-4%	13%	?	?	7	14µM*
COC(=O)C1=C(C)N(c2ccc(Cl)c(Cl)c2)C(=O)C1	4	2%	1%	?	?	11	?
CC(C)c1nnc(NC(=O)CSc2ncn[nH]2)s1	3	-6%	11%	37%[activator]	·	9	-12%
Cc1ccc2cccc(NC(=O)c3ccc(Br)o3)c2n1	3	0%	3%	-8%	-8%	9	10µM*
Cc1ccc(CN(C)C(=O)C2CCC(=O)N(CC3CCCCC3)C2)o1 (stereo unspecified)	-2	-18%	-8%	?	-1%	-15	14%
COc1ccccc1NC(=S)NCCSc1ccc(Cl)cc1	-1	10%	7%	?	-19%	-14	5%
Cc1ccc(C(=O)Nc2ccc3c(c2)OCCO3)cc1	15	-10%	-20%	0%	203%[activator]	47*	0%
O=C(CCC1N=C2c3ccccc3N=C(SCc3ccc(Cl)cc3)N2C1=O)NCc1ccco1 (stereo unspecified)	18	3%	3%	25%	?	44	5%
Cc1cc(-c2ccccc2)n2nc(N)nc2n1	-5	-4%	-3%	-17%	17%	-6	8%
COc1ccc(N(Cc2cc3ccc(C)cc3[nH]c2=O)C(C)=O)cc1	-4	0%	0%	?	?	-8	15%
Cc1ccc(-c2nnn(CC(=O)N(Cc3cccs3)C(C(=O)NC3CCCCC3)c3ccco3)n2)o1 (stereo unspecified)	-5	0%	-2%	·	1%	-4	14%
CC1CCCN(CCOc2ccc(Br)cc2)C1 (stereo unspecified)	-1	-4%	-2%	38%[activator]	21%	-2	-18%
COc1ccc(OC)c(NC(=O)COC(=O)CN(C)S(=O)(=O)c2ccc(C)cc2)c1	-3	-3%	10%	2%	9%	-6	0%
CN1CCN(S(=O)(=O)c2cccc(C(=O)Nc3sccc3C#N)c2)CC1	·	0%	·	?	?	·	1%
N#Cc1ccccc1Cn1c(=O)n(CCCC(=O)NCc2ccc3c(c2)OCO3)c(=O)c2ccccc21	0	10%	2%	?	-7%	-1	-1%
O=C(O)c1ccc(-n2[nH]c3c(c2=O)CCCC3)cc1	2	?	2%	8%	23%	-2	18%
CC(=O)C1=C(C)NC(=O)NC1c1ccc(Cl)cc1 (stereo unspecified)	-1	2%	5%	?	2%	-8	14%
Cc1cc(C(=O)COc2cccc3cccnc23)c(C)n1C	-1	-4%	2%	3.3µM*	12µM*	2	-13%
CCC(=O)Nc1ccc(-c2nnc(SCC(=O)N3CCCCC3)n2C)cc1	-2	-10%	-10%	-13%	·	-8	9%
O=C(Nc1ccc2c(c1)OCO2)c1cnn2c1NC(c1ccco1)CC2C(F)(F)F (stereo unspecified)	18	·	2%	77%[activator]	27%	7	-20%
CC(=O)Oc1ccc(C(=O)Nc2ccccc2C(=O)Nc2cccc(C(=O)O)c2)cc1	-3	-4%	0%	?	4%	-7	17%
S=C(NC1CCCC1)N1CCOCC1	-3	-3%	0%	31%	3%	-2	7%
COc1ccccc1Oc1ccc(N/C=C/C(=O)C(C)(C)C)cc1	14	-2%	1%	0%	0%	45	-4%
Cc1ccc(N(CC(=O)NCC2CCCO2)C(=O)CCC(=O)Nc2nccs2)cc1 (stereo unspecified)	-1	-1%	-5%	?	6%	-18	9%
Cc1ccc([N+](=O)[O-])c(C(=O)Nc2cccnc2Cl)c1	-5	-9%	10%	3%	12%	-1	23%
COc1cc(S(=O)(=O)N2CCOCC2)ccc1NC(=O)COC(=O)c1ccccn1	1	-7%	5%	?	4%	-10	15%
CC1SC(=NC(=O)C(C)N2C(=O)c3ccccc3C2=O)NC1=O (stereo unspecified)	-3	6%	4%	46%[activator]	-26%	-3	14%
O=C(O)Cc1ccc(NC(=O)Nc2cccc3ccccc23)cc1	0	-4%	4%	?	11%	-1	6%
CCc1ccc[n+](-c2nc([O-])sc2C=O)c1	-2	0%	1%	3%	3%	-4	12%

A few values from the list.
Cc1ccc(N(CC(=O)NCC2CCCO2)C(=O)CCC(=O)Nc2nccs2)cc1 (stereo unspecified) in HCV inhibitor = 9%
COc1ccccc1Oc1ccc(N/C=C/C(=O)C(C)(C)C)cc1 in Pf growth 96h = 0%

The list goes on.
SMILES	CHX counter	TbPYK inhibitor	LmPK inh	Pf growth 96h	Pf growth 48h	Shiga toxin inh	HCV inhibitor
CCn1c(SCC(=O)C(C)(C)C)nnc1-c1ccccc1OC	-8	-16%	5%	?	-9%	-15	4%
CC(C)c1nnc(NC(=O)COC(=O)/C=C/c2ccc([N+](=O)[O-])cc2)s1	-2	-11%	8%	49%[activator]	19%	-13	10%
COC(=O)c1cc(OC)c(OC)cc1N1C(=O)CCCC1=O	6	5%	6%	11%	-8%	21	4%
COc1ccc(CN(C)CC(=O)NC(=O)NCc2ccccc2)cc1OC	-1	3%	1%	-18%	33%[activator]	14	3%
COc1cccc(/C=N/Nc2ncnc(Cl)c2N)c1O	55*	-7%	-2%	2.6µM*	1.7µM*	40*	5.6µM*
CCOC(=O)c1oc2ccccc2c1NC(=O)CCl	-4	-1%	-4%	?	?	-8	5%
Cc1ccc2c(c1)=C(c1sc(N(C)c3ccc(O)cc3)nc1O)C(=O)N=2	3	4%	3%	15%	?	6	1%
Cn1cccc1/C=C1/SC(=O)N(CC(=O)N2CCCC2)C1=O	3	-15%	0%	47%[activator]	17%	-7	-11%
CCOc1cc(N2CCOCC2)c(OCC)cc1NC(=O)c1ccc(C)cc1	11	-7%	-11%	-25%	?	-18	?
O=C1CC(c2ccccc2)CC(O)=C1C=NCc1ccc(Cl)c(Cl)c1 (stereo unspecified)	-7	3%	3%	?	5%	15	9%
Cc1ccc(Cn2ccc(NC(=O)c3cc(C4CC4)on3)n2)cc1	4	0%	0%	-25%	?	42	-12%
CCC1(C)Cc2nc3sc(C(=O)O)c(N)c3cc2CO1 (stereo unspecified)	5	-6%	-2%	?	0%	-16	-3%
CC(=O)Nc1cccc(-c2nnc(SCC(=O)n3c4c(c5ccccc53)CCCC4)n2C)c1	1	-11%	-1%	?	18%	26	-8%
COC(=O)c1c(-c2cccc(C)c2)csc1N	-1	-9%	1%	·	-4%	-29	-9%

Ordered by molar mass (smallest number first): 3 of the compounds above.
SMILES	CHX counter	TbPYK inhibitor	LmPK inh	Pf growth 96h	Pf growth 48h	Shiga toxin inh	HCV inhibitor
CCC1(C)Cc2nc3sc(C(=O)O)c(N)c3cc2CO1 (stereo unspecified)	5	-6%	-2%	?	0%	-16	-3%
Cc1ccc2c(c1)=C(c1sc(N(C)c3ccc(O)cc3)nc1O)C(=O)N=2	3	4%	3%	15%	?	6	1%
CCOc1cc(N2CCOCC2)c(OCC)cc1NC(=O)c1ccc(C)cc1	11	-7%	-11%	-25%	?	-18	?
